# Assay outcomes deposited in PubChem BioAssay by National Center for Advancing Translational Sciences (NCATS).
# BAZ2B block: blocks human BAZ2B; Q9UIF8; AlphaScreen BAZ2B-H3K14Ac peptide displacement; Potency, µM (doses to about 114 µM), for the others: at the top dose activity change, negative = inhibition, actives largely listed as inhibitors; 4.4% of 360,000 active; AID 504333; further: potency means the concentration at half of the fitted maximal effect; on the % scale 0 is the no-effect control and ±100 the full control effect; nearly all actives have a fitted effect of over 60% in size
#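 In this displacement format the biotinylated H3(5-23) peptide acetylated at Lys14 serves as ligand at 50 nM, with BAZ2B at 50 nM in PBS pH 7.4 containing 0.01% Tween-20. Donor and acceptor beads are 10 ug/mL final.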
# G9a inh: blocks human histone lysine methyltransferase G9a; Potency, µM (series often up to 102 µM), inactives show top-dose activity, negative = inhibition, hits mostly inhibitors; Q96KQ7; 8.8% of 350,000 active; G9a H3K9 monomethylation, AlphaScreen, 2 h; further: potency means the concentration at half of the fitted maximal effect; on the % scale 0 is the no-effect control and ±100 the full control effect; nearly all actives have a fitted effect of over 75% in size
#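 AlphaScreen detection with an anti-monomethyl H3K9 antibody quantified product after a 2 h room-temperature reaction containing 500 nM biotinylated H3K9 peptide, 20 µM SAM and 20 nM enzyme, which had been preincubated 15 min with compound.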
# GLS inh: inhibitors of human glutaminase (GLS). O94925. GLS enzymatic activity, qHTS titration. Potency, µM (highest dose often 45.5 µM), inactives show top-dose activity change, negative = inhibition, hits mostly inhibitors. 0.21% of 410,000 active; further: potency means the concentration at half of the fitted maximal effect; on the % scale 0 is the no-effect control and ±100 the full control effect
#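 Assay buffer: 45 mM KH2PO4 pH 8.2, 0.02% Tween-20. hKGA acts on L-glutamine (1 mM solution added); product glutamate is reported by an oxidase/peroxidase Amplex Red coupling, with fluorescence taken at baseline and 30 min.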
# JMJD2A Tudor inh: blocks the human JMJD2A Tudor domain. AlphaScreen JMJD2A-Tudor / H3K4me3 peptide binding. Potency, µM (highest dose often 114 µM), for the others: at the top dose activity change, negative = inhibition, usual class: inhibitors. O75164. 4.4% of 390,000 active. AID 504339; further: potency means the concentration at half of the fitted maximal effect; on the % scale 0 is the no-effect control and ±100 the full control effect; nearly all actives have a fitted effect of over 50% in size
# 12-LOX inh: blocks human arachidonate 12S-lipoxygenase; P18054; purified 12hLO, xylenol orange hydroperoxide absorbance; Potency, µM (titrated, usually from 108 µM), without a hit: top-dose activity change, negative = inhibition, usual class: inhibitors; 1.1% of 580,000 active; further: potency means the concentration at half of the fitted maximal effect; on the % scale 0 is the no-effect control and ±100 the full control effect
#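 Hydroperoxide product was detected by ferrous iron/xylenol orange as the 573 to 405 nm absorbance ratio. Arachidonic acid at 40 uM (final) was turned over for 30 min at room temperature by 150 nM human 12hLO, pH 7.0 Hepes buffer, after 15 min compound preincubation.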
# ERG Ets-DNA blk: blocks human ERG Ets domain binding to DNA; 0.028% of 370,000 active; P11308; fluorescence polarization, His-ERG Ets domain / labelled DNA; Potency, µM (top dose mostly 76.9 µM), inactives show at the highest dose FP activity, negative = inhibition, actives largely listed as inhibitors; active means well fitted inhibition curve with a large enough effect in the polarisation, with a control signal flat; inconclusive means small, poorly fitted or top-dose-only effect, or effect the other way, or a change in a side signal; inactive means no such curve, though single readings can be large or run the other way; the % refers to the polarisation;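 further: polarization taken with two DNA probes labelled with fluorescein and Texas red; potency means the concentration at half of the fitted maximal effect; % of control where 0% means no effect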
#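 His-tagged ERG Ets domain (1 uM in the protein solution; 300mM KCl, 50mM Tris-HCl, 1mM EDTA, 1mM DTT, pH 7.5) received compound, then a probe mix of 5 nM fluorescein-DNA and 100nM Texas-615-DNA. Fluorescence polarization was read for both dyes.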
# RGS4 inh: human RGS4 inhibition; P49798; Transcreener GDP fluorescence polarization, RGS4-accelerated GTP hydrolysis; Potency, µM (highest dose often 114 µM), without a hit: at the top dose activity change, negative = inhibition, hits mostly inhibitors; 0.039% of 390,000 active; AID 504845; further: potency means the concentration at half of the fitted maximal effect; on the % scale 0 is the no-effect control and ±100 the full control effect; nearly all actives have a fitted effect of over 75% in size; some results filed as inactive show a strong effect at the top dose
#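 MLSMR compounds (23 nl, pin-transferred) preincubated 10 min at room temperature with a 500nM (2x) first reagent, then RGS4 at 900nM (2x) plus Transcreener GDP mix added; fluorescence polarization (620/688 nm) read before and after 90 min at 30 °C.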
# PI4K2A block: PI4K2A (human) kinase inhibition; activity change, negative = inhibition, % at 76.9 µM; purified PI4K2A, ADP-Glo luminescence, 1 h; stronger effect = lower value; AID 1346378; 0.13% of 420,000 active; in the data active means activity change below about -50%; inconclusive means mostly about -30% to -49%;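 further: -100% = wells without enzyme as full effect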
#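 In this quantitative HTS, ADP production by PI4K2A was quantified luminescently after 1 h at ambient temperature; 100 microM adenosine served as plate-quality control.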
# HP1b binding inh: blocks HP1-beta chromodomain binding to methylated histone tails. P83916. AlphaScreen HP1-beta / biotin-H3K9me3 peptide binding. Potency, µM (titrated, usually from 114 µM), inactives show top-dose activity change, negative = inhibition, most hits filed as inhibitors. 0.56% of 390,000 active; further: potency means the concentration at half of the fitted maximal effect; nearly all actives have a fitted effect of over 70% in size; inactives centre near 23
#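 HP1-beta protein (50 nM final) preincubated 30 min at room temperature with biotinylated H3(1-18)K9me3 peptide (50 nM) in PBS pH 7.4, 0.01% Tween-20, then compound added for 30 min. AlphaScreen streptavidin donor/nickel chelate acceptor beads (10 ug/mL final), 30 min dark, luminescence read.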
# Active calls of the source: *; ? = inconclusive; . = not tested or not shown; & = joins results of further samples; [ ] = dose if it differs, or a comment. Unless noted, the call rests on the fitted dose curve; in most records, active means well fitted curve in the direction sought with a large enough effect; inconclusive means small, poorly fitted or top-dose-only effect, or another doubt; inactive means no such curve, though single readings can be large; an effect the other way counts as inactive or inconclusive. A portion of the library; the hit share may differ from the screen's.
# Values run as follows: BAZ2B block, G9a inh, GLS inh, JMJD2A Tudor inh, 12-LOX inh, ERG Ets-DNA blk, RGS4 inh, PI4K2A block, HP1b binding inh
- COc1cccc(CNC(=O)c2nnn(-c3ccc(OC(F)(F)F)cc3)c2N)c1
 : 0%, 15%, ., -4%, -1%, 2%, -35%, -2, 35%[activator]
- COc1cc2c(C(=O)Nc3cc(OC)c(OC)c(OC)c3)cn(C)c(=O)c2cc1OC
 : 0%, -3%[59 µM], -2%, -13%, 6%, -1%, 10%, 0, 23%
- C=C1C(C(=O)Nc2ccc(OCC)cc2)C1C(=O)Nc1ccc(OCC)cc1 (stereo not drawn)
 : -16%, -4%, -2%, -15%, -5%, -5%, 13%, 4, 25%
- O=S(=O)(c1ccccc1)N1CCN(C2CCN(Cc3ccccc3)CC2)CC1
 : 1%, -1%, 5%, -6%, 8%, -4%, 13%, -18, 1%
- C=CCn1c(COc2ccccc2F)nnc1SCCN1C(=O)c2ccccc2C1=O
 : 11%, -50%, 1%, -5%, -7%, -5%, 19%, -4, 8%
- CCc1cccc(NC(=O)CCNC(=O)Cn2ccc3ccccc3c2=O)c1
 : 0%, 2%, 3%, -18%, -4%, -5%, -3%, -1, -8%
- CC(C)CC(NC(=O)C1CCC(C)CC1)C(=O)Nc1ccccc1F (stereo not drawn)
 : 11%, -2%, -5%, 17%, -14%, -11%, -18%, -1, 32%
- CCN(CC)CCOCCOc1cc(C)c(Cl)c(C)c1
 : -6%, 6%, -6%, -18%, -16%, ., 5%, -2, 17%
- COc1cccc(C(=O)Cn2c(N3CCOCC3)nc3c2c(=O)n(C)c(=O)n3C)c1
 : -12%, -17%, 2%, -12%, -5%, 2%, 13%, -10, 19%
- Cc1ccc(C(=O)N(Cc2cccnc2)Cc2cc3cc(C)ccc3n3nnnc23)cc1
 : -23%, ., 0%, -5%, -2%, 3%, -6%[56.9 µM], 2, 40%[activator]
- COc1ccc(CNC(=O)CN(c2cc(C)cc(C)c2)S(=O)(=O)c2c(C)[nH]c(=O)[nH]c2=O)cc1
 : 1%&-15%, 3%[59 µM], 2%&8%, -2%&-7%, 2%&-20%, 8%&2%, -48%&-10%, 3&2, 25%&26%
- CC1=C(c2ccc(C(C)C)cc2)S(=O)(=O)NC1=NCc1ccccc1Br
 : -12%, -26%[59 µM], -6%, -14%, ?, 1%, 21%, -7, 21%
- Cc1ccc(-n2nc(C)c3c2OC(N)=C(C#N)C3c2ccncc2)cc1 (stereo not drawn)
 : -11%, 45µM*, 3%, ?, 0%, -11%, 34%, -6, 1%
- Cc1ccc2c(c1)c1c(c(=O)n(-c3ccccc3C)c(=O)n1Cc1cccc(F)c1)n2C
 : -25%, -25%[59 µM], 7%, -13%, 2%, 1%, 18%, 0, 45%[activator]
- COc1cc([N+](=O)[O-])ccc1NC(=O)COC(=O)c1c[nH]c(=O)[nH]c1=O
 : ., ., 6%, -11%, ?, 1%, -47%, -2, 39%
- O=C(CN(C(=O)CNS(=O)(=O)c1ccc(F)cc1)c1ccccc1)NCc1ccco1
 : 2%, -3%, -8%, -12%, 4%, -4%, -9%, 1, 10%
- Cc1ccc(C(=O)c2ccccc2C(=O)OCC(=O)N2CC(C)CC(C)C2)cc1 (stereo not drawn)
 : 7%, 23%[59 µM], -4%, -19%, 375%[activator], -13%, -3%, 0, 36%[activator]
- Cc1c(C(=O)NCCSc2ccc(Cl)cc2)cccc1[N+](=O)[O-]
 : -24%, 5%[59 µM], 3%, -14%, -22%, -7%, 15%, 4, 15%
- CC(C)Cc1nnc(NC(=O)CS(=O)(=O)Cc2ccccc2)s1
 : -22%, 8.9µM*, 7%, -18%, ?, -1%, -17%, -3, -5%
- CN(C)C(=O)N1CCN(c2nc(-c3ccccc3)cs2)CC1
 : ?, -12%, 8%, -24%, ?, -1%, 5%, 3, 2%
- Cc1cccc(NC(=O)Cn2cnc3c(oc4nc5c(cc43)COC(C)(C)C5)c2=O)c1
 : 0%, 22%[59 µM], -6%, -9%, -18%, -6%, -6%[11.4 µM], 1, 15%
- COCC(=O)Nc1ccc(C(C)C)cc1
 : 9%, 31%[12.7 µM], 3%, -19%, 4%, ., 20%, 1, 5%
- CCN1CCN(C(=O)c2ccc3c(c2)N(Cc2cccc(F)c2)C(=O)c2ccccc2S3)CC1
 : -18%, ?, 3%, 79µM*, -12%, 0%, -4%, -3, 17%
- O=C(NC1CCCCCCC1)c1cccnc1
 : -1%, -7%, -9%, -1%, 20%, -4%, -11%, 1, 25%
- CCOc1ccc(S(=O)(=O)N(CC)CC(=O)NCc2ccccn2)cc1C
 : -2%, -3%, -4%, -13%, -13%, -3%, -21%, 6, 50%[activator]
- CC(C)(C)OC(=O)NCc1n[nH]c(=S)n1C1CC1
 : 9%, ?, 4%, 28µM*, -2%, 6%, 6%, -1, 30%
- CCOCCCNC(=O)c1cc2c(s1)-c1ccccc1SC2
 : 3%, 10µM*, -3%, -3%, ?, 0%, -47%, 0, 15%
- COc1ccc(-c2cn3nc(N4CCCC(C(=O)Nc5cc(Cl)ccc5OC)C4)sc3n2)cc1 (stereo not drawn)
 : 1%, -23%[59 µM], -14%, -13%, -26%, 2%, 8%, -4, 28%
- COc1cc2c(cc1OC)CN(Cc1cc(=O)n3cc(C)ccc3n1)CC2
 : -1%, 35µM*, 12%, -16%, -4%, 5%, -16%, -1, 36%[activator]
- O=c1c(N2CCN(c3cccc(Cl)c3)CC2)csc2ccc(Cl)cc12
 : -1%, -46%[59 µM], 3%, ?, -10%, 8%, -51%, -3, 45%[activator][57 µM]
- COc1cccc(/C=N/Nc2ccc(Cl)nn2)c1OC
 : ., ., 7%, -13%, 8%, -7%, -5%, -1, 46%[activator]
- COc1ccc(NC(=S)N(CCCN2CCC(C)CC2)Cc2cccs2)cc1
 : 7%, 6%[59 µM], -4%, -3%, -18%, 0%, -21%, 1, 19%
- COc1ccccc1CNC(=O)C(NC(=O)Nc1ccccc1)C(C)C (stereo not drawn)
 : 1%, 22%, -6%, -7%, ?, 5%, -11%, 2, 5%
- Cc1nnc2c3ccccc3c(-c3ccccc3)nn12
 : ., ., 5%, -1%, -2%, ., -20%, 0, 14%
- Cc1ccccc1/C=N/Nc1ccc(Cl)nn1
 : -27%, 10µM*, 5%, -13%, 0%, -4%, 21%[56.9 µM], -6, 43%[activator]
- COc1cc2c(cc1NC(=O)CSc1ccccn1)oc1ccccc12
 : 4%, -5%[59 µM], 4%, -8%, 0%, 0%, ?, -2, 16%
- O=C(NCC1CCCO1)C1CCN(S(=O)(=O)c2cc(Cl)ccc2Cl)CC1 (stereo not drawn)
 : 2%, -7%, 3%, -4%, -8%, -8%, 9%, 3, 10%
- Cc1cc(S(=O)(=O)NC(C)c2nnc3ccccn23)ccc1Br (stereo not drawn)
 : ., ., 5%, -18%, 396%[activator], -15%, -24%, 5, 12%
- O=C(NCCCNC(=O)c1ccc(F)cc1)c1ccc(F)cc1
 : 16%, ., -2%, 8%, 9%, -11%, 24%, -3, 32%
- COCCn1c(C)cc(C2=NNC(=Nc3ccccc3)SC2)c1C
 : 50µM*, ?, 21%, -32%, -59%, 6%, ?, -52*, -3%
- O=C(NCc1cccnc1)C(=O)NCC1OCCCN1S(=O)(=O)c1ccccc1 (stereo not drawn)
 : 8%, 20%[59 µM], 8%, -8%, -12%, -2%, -12%, -3, 30%
- CC(C)Sc1nnc([C@H](C)NC(=O)OC(C)(C)C)o1
 : 11%, ?, -1%, -16%, -11%, 3%, 27%, -7, 8%
- O=C1C(=O)N(CCN2CCOCC2)C(c2ccc(Cl)cc2)/C1=C(/O)c1ccc(S(=O)(=O)N2CCOCC2)cc1 (stereo not drawn)
 : 24%, 56µM*, 0%, -4%, ., 7%, -6%, 3, 54%[activator]
- CN(CC(=O)NCCN1CCN(Cc2ccccc2)CC1)S(=O)(=O)c1cccc2nsnc12
 : 0%, 29%[59 µM], 11%, -8%, 12%, 4%, 38%, 0, 16%
- COc1ccc(/C=C2\C(=O)NC(=S)N2C(=O)c2ccc(C)cc2)cc1
 : 50µM*, ?, -1%, 56µM*, ?, 8%, ?, -3, -24%
- Cc1nc(Sc2cccn2C)c(C(F)(F)F)c(=O)[nH]1
 : -7%, -13%, -8%, -14%, -29%, -7%, 0%, -6, -6%
- Cc1ccc(N/C=C2\C(=O)N(c3ccc(F)cc3F)C(c3cccnc3)S2(=O)=O)cc1 (stereo not drawn)
 : -13%, 3%, 6%, -11%, 0%, 1%, -5%, -9, -14%
- Cc1ccc(/C=C/C(=O)O)cc1S(=O)(=O)NC1CCS(=O)(=O)C1 (stereo not drawn)
 : -29%, 0%, 13%, -6%, ?, 4%, -17%, 3, 39%[activator]
- COc1cccc(CNC(=O)c2ccccc2N)c1
 : 4%, -4%[12.7 µM], 15%, 0%, 0%, -9%, 15%, 7, 14%
- O=C(c1ccc(Cl)cc1)N1CCC(C(=O)N2CCCc3ccccc32)CC1
 : -19%, 11%[0.501 µM], 2%, -15%, 4%, -3%, -1%, 7, 8%
- CC1CCCN(S(=O)(=O)c2cccc(-c3cn4cccnc4n3)c2)C1 (stereo not drawn)
 : 5%, -43%, 5%, -8%, 0%, 5%, -18%, -3, 20%
- Cn1c(N)c(Br)c(-c2ccc(F)cc2)c(C#N)c1=O
 : ., -1%, -3%, -12%, 43%[activator], 11%, -29%, -2, 27%
